Tn7 DDE FP – DD(E)-Tn7 binding inhibition, primary FP screen | FP displacement of FITC-Tn7 peptide from fibrin DD(E); 0% = median of compound wells per plate | inhibition, % at 8.3 µM | 0.13% of 370,000 active;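 active = inhibition above the mean of compounds falling within the control limits plus 3 SD of them, cut at about 14% in these data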;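 note: 0% = plate median of compound wells and 100% = 10 µM Aha-Tn7 peptide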
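Assay system: Fibrin-DD(E) protein isolated from polymerized human fibrin clots; read-out basis: percent inhibition; medium: Tris/NaCl/CaCl2 buffer, pH 7.8; signal: FP measurement; incubation: 10 min plus 3 h, room temperature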
ADAM10 inh – inhibitors of human ADAM10. recombinant ADAM10, EDANS/DABCYL FRET peptide cleavage, 3 h. 0.62% of 370,000 active. inhibition, % at 7 µM;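 active = inhibition above a per-campaign cutoff equal to the mean of compounds falling between control-based bounds plus 3 SD, cut at about 20% in these data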;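 note: 0% = DMSO wells while the 100% control is not disclosed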
ARFGAP1 inh – inhibits rat ARF GTPase activating protein 1. inhibition, % at 16.5 µM. Arfgap1-stimulated ARF1 GTP hydrolysis, GDP FP detection. 0.26% of 360,000 active. Q62848;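 active = inhibition above a per-plate limit, mean inhibition of low control wells plus 3 SD, cut at about 25% in these data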;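 note: 0% = DMSO wells with enzyme and 100% = wells lacking Arfgap1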
Target sequence (Q62848 1-136 limits assumed): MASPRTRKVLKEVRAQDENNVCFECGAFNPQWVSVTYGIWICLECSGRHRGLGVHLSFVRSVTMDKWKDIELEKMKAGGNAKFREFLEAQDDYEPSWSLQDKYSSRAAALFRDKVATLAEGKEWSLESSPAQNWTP
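Material: rat Arfgap1 catalytic domain, aa 1-136; also added: human ARF1(Δ1-17)-GTP substrate; compound dosing: one concentration, 16.5 µM, DMSO 1.26%; incubation: GTP hydrolysis reaction 2 h at 25 °C; measured by: Tracer-displacement fluorescence polarization with EDTA stop, 620/688 nm; evaluation: % inhibition from polarization; repeats: one replicate per compound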
LEDGF integ inh – blocks HIV-1 LEDGF/p75-dependent DNA integration | TR-FRET IN-LEDGF/p75 DNA integration, Eu/Cy5 | 0.64% of 370,000 active | inhibition, % at 3.7 µM;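 active = inhibition above the screen-wide mean plus 3 SD, cut at about 13% in these data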;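 note: signal is the Cy5 over europium emission ratio at 671 and 618 nm; 0% = plate median of compound wells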
ASAP1 GAP inh – inhibitors of human ASAP1 ArfGAP activity | inhibition, % at 16.5 µM | AID 624377 | Q9ULH1 | 0.19% of 360,000 active | ASAP1-stimulated ARF1 GTP hydrolysis, GDP FP detection; in the data active = inhibition above about 25%;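 note: 0% = vehicle with enzyme and substrate and 100% = no enzyme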
Tn6 DDE FP – DD(E)-Tn6 binding inhibition, primary FP screen | 0.21% of 370,000 active | Fibrin DD(E) TRITC-Tn6 fluorescence polarization displacement | AID 720509 | inhibition, % at 8.3 µM | P02675;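 active = inhibition above a per-campaign cutoff: mean of compounds within control limits plus 3 SD, cut at about 15% in these data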;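 note: 0% = median of all compound wells on the plate and 100% = blocking peptide control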
TDP2 absorb – blocks human TDP2 phosphodiesterase activity. O95551. recombinant TDP2, T5PNP hydrolysis, p-nitrophenol absorbance 415 nm. inhibition, % at 12.8 µM. 0.34% of 370,000 active. AID 720702;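 active = inhibition above the mean of all tested compounds plus 3 SD, set per campaign, cut at about 25% in these data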;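 note: 0% = DMSO with enzyme and 100% = buffer with substrate but no TDP2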
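Material: recombinant human TDP2; quantity: TDP2 enzyme at 120 nM final; medium: Tris-HCl pH 7.5 with MgCl2; compound: single concentration, 12.8 µM nominal, with 1% DMSO; incubation: 2 h enzyme incubation at 37 °C; signal: epi absorbance; measure: percent inhibition; benchmarks: high control without enzyme, low control DMSO plus TDP2; repeats: singlicate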
ADAM17 inh – inhibitors of human ADAM17 | inhibition, % at 6.95 µM | recombinant ADAM17, EDANS/DABCYL FRET peptide cleavage | P78536 | 0.83% of 370,000 active;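 active = inhibition above the mean of compounds lying between control limits plus 3 SD, set per campaign, cut at about 8.5% in these data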;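 note: 0% = DMSO-only wells as the low control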
Target sequence (P78536 215-824 limits assumed): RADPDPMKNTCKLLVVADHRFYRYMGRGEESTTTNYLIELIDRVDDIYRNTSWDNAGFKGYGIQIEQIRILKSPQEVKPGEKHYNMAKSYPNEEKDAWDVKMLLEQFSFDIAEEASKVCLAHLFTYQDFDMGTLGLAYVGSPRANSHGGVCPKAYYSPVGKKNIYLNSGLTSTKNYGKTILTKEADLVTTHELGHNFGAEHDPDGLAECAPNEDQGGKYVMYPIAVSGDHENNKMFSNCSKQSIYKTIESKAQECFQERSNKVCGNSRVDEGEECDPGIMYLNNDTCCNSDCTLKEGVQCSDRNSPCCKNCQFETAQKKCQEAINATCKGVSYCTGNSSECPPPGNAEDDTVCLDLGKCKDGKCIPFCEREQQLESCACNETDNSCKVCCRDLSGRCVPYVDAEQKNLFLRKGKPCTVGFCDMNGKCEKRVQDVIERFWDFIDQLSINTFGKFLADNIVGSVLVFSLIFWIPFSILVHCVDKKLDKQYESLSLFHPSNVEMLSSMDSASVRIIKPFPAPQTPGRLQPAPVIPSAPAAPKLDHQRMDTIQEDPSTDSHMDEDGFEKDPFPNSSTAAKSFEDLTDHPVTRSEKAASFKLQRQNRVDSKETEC
PLCg1 inh – PLC-gamma1 (human) inhibition, primary screen; P19174; purified PLC-gamma1, fluorogenic substrate, fluorescence; inhibition, % at 12.2 µM; 0.84% of 370,000 active; AID 720700; in the data active = inhibition above about 9.5%
proKLK7 act – activates the human kallikrein-7 zymogen; P49862; purified proKLK7, EDANS-DABCYL substrate fluorescence; 100% is mature enzyme control, 0% vehicle; activation, % at 7 µM; 0.9% of 370,000 active; AID 652039;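 active = activation above the mean of all tested compounds plus 3 SD, computed per campaign excluding outliers beyond control limits, cut at about 13% in these data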
* marks the source's active call; other numbers are inactive results; i = inactive; nt = not tested or not shown.

ASAP1 GAP inh	TDP2 absorb	ADAM10 inh	ADAM17 inh	LEDGF integ inh	ARFGAP1 inh	Tn7 DDE FP	Tn6 DDE FP	proKLK7 act	PLCg1 inh	SMILES
4	5	3	2	0	3	-5	3	-0.1	0	O=C(Cn1nnc2ccccc21)N1CCCCC1
3	-4	-5	-7	6	15	5	-8	-0.5	3	CCCCN1C(=O)C(=O)NC[C@@H]1CC1CCCCC1
6	-6	4	2	-1	-1	12	-1	0.0	-4	COc1cccc(CNc2ccc(F)c(Cl)c2)c1O
0	1	-2	-1	0	-3	-3	-2	-0.2	-1	CCOC(=O)C1C(c2ccccc2)N(C)OC1(O)C(F)(F)F (configuration not stated)
3	-2	3	0	0	7	-2	3	0.7	1	CCN(CC)S(=O)(=O)c1cccc(C(=O)NCC2CCCO2)c1 (configuration not stated)
-3	0	22*	3	3	2	5	-5	0.4	7	O=C(CNC(=O)c1nc[nH]c1C(=O)N1CCc2ccccc2C1)OCc1ccccc1
-9	-7	-8	-2	2	7	-8	5	4.2	-15	COc1cc2c(cc1OC)[C@H](Cc1ccc(O)cc1)NCC2
11	-7	5	2	-2	-7	-1	2	0.3	3	C[C@@H]1COC(=O)[C@@H](Cc2ccc(F)cc2)C/C=C\C[C@@H](CC(=O)NCCO)C(=O)N1
6	3	-8	-1	-3	6	-2	0	-0.3	3	CSCC[C@H](NS(=O)(=O)c1ccc(C)cc1)C(=O)N1CCC(C(=O)N[C@@H](Cc2ccc(O)cc2)C(=O)O)CC1
-10	4	-8	-4	-3	-7	3	-3	0.0	-1	CCCCCc1nnc(NC(=O)NS(=O)(=O)c2ccc(C)cc2)s1
6	-1	3	0	2	3	-5	-3	0.5	3	C=CCNCC#CCOc1ccc(OC)cc1
4	-3	-103	-17	0	3	-2	7	-0.1	-15	COc1cccc(C(O)c2ncc(-c3cccc4ccccc34)[nH]2)c1 (configuration not stated)
9	-14	-45	-12	2	4	-11	3	0.6	-1	Cc1ccc2oc(-c3ccc(NC(=O)CC(C)C)cc3)nc2c1
4	-8	4	3	0	2	-9	2	0.0	2	Cc1cc(S(=O)(=O)Nc2ncnc3sccc23)ccc1F
-2	-1	-6	-3	1	-19	6	-4	-0.3	1	O=C(O)c1ccccc1C(=O)c1cccs1
0	-9	-11	-3	3	7	-5	0	-0.2	3	CN=C(NC#N)NCCSCc1nc[nH]c1C
4	9	-14	-8	-2	10	1	-9	0.2	-21	COc1ccc(C(=O)N/C(=C\c2ccc(Cl)cc2)C(=O)NCc2ccncc2)cc1
-9	1	-2	-1	3	-2	-6	-3	-0.2	1	O=C(/C=C/c1cccc(F)c1)Nc1nccs1
-5	10	-8	-5	-2	2	-2	-3	0.5	1	CCC(CC)C(C(=O)NCc1ccccc1)N(C)Cc1ccc(Cl)c(Cl)c1 (configuration not stated)
11	-2	-4	-2	-3	0	5	8	0.4	-1	Cc1ccc(COC(=O)CCc2nc3ccccc3c(=O)[nH]2)cc1

A draw from above in order of molecular weight, ascending.
ASAP1 GAP inh	TDP2 absorb	ADAM10 inh	ADAM17 inh	LEDGF integ inh	ARFGAP1 inh	Tn7 DDE FP	Tn6 DDE FP	proKLK7 act	PLCg1 inh	SMILES
-2	-1	-6	-3	1	-19	6	-4	-0.3	1	O=C(O)c1ccccc1C(=O)c1cccs1
4	-8	4	3	0	2	-9	2	0.0	2	Cc1cc(S(=O)(=O)Nc2ncnc3sccc23)ccc1F
11	-7	5	2	-2	-7	-1	2	0.3	3	C[C@@H]1COC(=O)[C@@H](Cc2ccc(F)cc2)C/C=C\C[C@@H](CC(=O)NCCO)C(=O)N1
4	9	-14	-8	-2	10	1	-9	0.2	-21	COc1ccc(C(=O)N/C(=C\c2ccc(Cl)cc2)C(=O)NCc2ccncc2)cc1
6	3	-8	-1	-3	6	-2	0	-0.3	3	CSCC[C@H](NS(=O)(=O)c1ccc(C)cc1)C(=O)N1CCC(C(=O)N[C@@H](Cc2ccc(O)cc2)C(=O)O)CC1

Further compounds follow.
ASAP1 GAP inh	TDP2 absorb	ADAM10 inh	ADAM17 inh	LEDGF integ inh	ARFGAP1 inh	Tn7 DDE FP	Tn6 DDE FP	proKLK7 act	PLCg1 inh	SMILES
11	-3	1	2	8	7	-4	-1	-0.4	4	COCc1cc(C)nc(SCC[N+](C)(C)CC(=O)Nc2cccc(C)c2)c1C#N
0	-15	-2	1	0	-7	6	2	-0.1	-2	Cc1cccc(OCCCC(=O)NCCc2ccccc2)c1
nt	7	-5	-3	-4	nt	-2	3	0.5	3	COC(=O)C[C@@H]1CC[C@@H]2[C@@H](COc3ccc(NC(=O)c4ccc(F)cc4)cc3C(=O)N2C)O1
1	14	-1	-1	-2	3	-2	-3	-0.5	5	Cc1cc(C)n2nc(SC(C)C(=O)Nc3ccccc3F)nc2n1 (configuration not stated)
-18	-5	-3	-3	-6	-6	-2	-3	-0.6	3	CCOC(=O)c1c(NC(=S)N2CCOCC2)sc2c1CCN(C(=O)OCC)C2
2	-3	-10	-1	-1	-5	-2	0	0.0	-17	Cc1c(/C=N/NC(N)=O)c2ccccn2c1C(=O)c1ccc(F)cc1
-6	-4	-1	-2	-3	-3	3	0	-0.5	4	O=C(CNC(=O)c1cccc(F)c1)N/N=C/c1ccc(O)c([N+](=O)[O-])c1
-2	0	7	1	0	-10	-1	4	1.2	2	O=C(CCCSc1nc2ccccc2[nH]1)NC(c1ccccc1)c1ccccc1
5	-10	4	0	-1	-7	-1	6	0.3	-2	C#CCNC(=O)C1=C[C@H](C2CCCCC2)C[C@H](OCc2ccc(CO)cc2)O1
1	-18	26*	8.7*	3	-4	3	1	0.3	6	Cc1cc(Cl)ccc1NC(=O)CN1CCC(C(O)(c2ccccc2)c2ccccc2)CC1
-12	-2	-8	-2	-3	-14	7	-8	0.3	-30	C/C(=N/O)c1c(O)c(C)c(-c2ccccc2)n(-c2ccccc2)c1=O
7	-9	4	1	0	-4	-6	2	0.2	4	O=S(=O)(c1cccc(Cn2nnc(-c3ccc(F)cc3)n2)c1)N1CCOCC1
-9	0	-200	-62	0	-2	6	1	-6.7	-72	CC(C)Oc1ccccc1C1Nc2ccccc2C(=O)N1c1ccc2c(c1)OCCO2 (configuration not stated)
1	10	2	-2	-2	-8	-1	-1	0.3	4	CCc1cccc(OCCCCNCCO)c1
-2	-4	-12	-2	-6	2	4	1	-0.3	3	COc1cccc(C(=O)NNC(=O)C2CCCO2)c1 (configuration not stated)
1	-9	7	-4	1	-3	-4	-4	-0.1	-2	CCCCn1c(-c2cc(Cl)ccc2OC)n[nH]c1=S
4	11	-11	-4	-2	-5	-1	0	-0.8	-5	Cc1cccc2cc(COC(=O)c3cccs3)c(=O)[nH]c12
-9	-2	0	-8	-5	8	-5	0	-0.2	0	CCCCNS(=O)(=O)c1cc2c3c(c1)CCN3C(=O)CC2
-7	-2	0	0	1	2	1	0	-0.2	9	O=c1cc(CO)occ1OCc1cccc(F)c1
12	6	0	-1	1	0	5	-6	-0.3	0	CCCC(C)NC(=O)/C=C/c1cccc([N+](=O)[O-])c1 (configuration not stated)

Continuation.
ASAP1 GAP inh	TDP2 absorb	ADAM10 inh	ADAM17 inh	LEDGF integ inh	ARFGAP1 inh	Tn7 DDE FP	Tn6 DDE FP	proKLK7 act	PLCg1 inh	SMILES
-5	4	-8	-8	4	-3	0	7	-1.9	-147	COc1ccc(OC)c(-c2oc3ccccc3c(=O)c2O)c1
-6	-7	-1	-4	-1	1	7	17*	0.1	-1	O=c1c2cccnc2[nH]c(=S)n1CCCN1CCN(c2ccccc2F)CC1
0	-6	-1	-1	-1	2	-1	0	0.6	0	CCOC(=O)C(c1ccccc1)C(Nc1ccc(Cl)c(Cl)c1)c1ccccn1 (configuration not stated)
-5	-21	-265	-58	-9	-3	-7	7	-154	i	Cc1ccc(-c2[nH]c3cc(C(N)=O)ccc3c(=O)c2O)cc1
4	-12	-1	0	-3	-2	2	-1	0.3	-1	CN(CCOc1ccc(Cl)cc1)C(=O)c1cc(S(=O)(=O)N2CCOCC2)ccc1N1CCCC1
-4	2	-4	-3	-2	12	-2	-4	-0.7	-1	CCOc1ccc(N(CC(=O)NCc2cccc(OC)c2)S(=O)(=O)c2c(C)noc2C)cc1
1	3	-3	-3	48*	-3	7	-4	-0.4	-4	O=C(Nc1nc(-c2ccco2)c(-c2ccco2)s1)c1cnccn1

Bioassay records as filed in PubChem.
